ERK EGF inh = EGF-driven ERK pathway inhibition. HEK293-V1b, EGF-stimulated phospho-ERK AlphaScreen. Potency, µM (doses to about 11.5 µM), for the others: top-dose activity change, negative = inhibition, actives largely listed as inhibitors. 130,000 compounds, 0.41% hits. AID 1454; active = well fitted inhibition curve with a large enough effect; inconclusive = small, poorly fitted or top-dose-only effect, or effect the other way;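 also: plate controls were stimulated vehicle wells for no effect and unstimulated vehicle basal for full effect; nearly all actives have a fitted effect of over 55% in size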
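Homogeneous cell-based phospho-ERK assay: HEK293/V1b cells in 1% FBS, compound 30 min then EGF 5 min, AlphaScreen luminescence. Activity normalized between DMSO and 25 nM EGF controls; AC50 from Hill modelling.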
Active calls of the source: *; ? = inconclusive; [ ] = dose if it differs, or a comment. Potency is read from the fitted curve at half-maximal effect. The list is partial (hit frequency here may not be typical).

SMILES | ERK EGF inh
CC(O/N=C/c1ccc(OC(F)F)cc1)C(=O)Nc1cccc(S(=O)(=O)N2CCOCC2)c1 (stereo not drawn) | 0.5%
Nc1cc(C(Cl)=C(Cl)Cl)c(S(N)(=O)=O)cc1S(N)(=O)=O | 3.0%
COc1ccc(C(=O)N2CCC3(CCCN(c4ccccn4)C3)CC2)cc1 | -4.7%
Cn1c(=O)n(Cc2ccccc2Cl)c2ccccc21 | -0.8%
N#Cc1ccc(-c2cn(-c3ccccc3)c3[n+]2CCCS3)cc1 | ?
O=S(=O)(c1cccs1)N1CN(C2CCCC2)c2nc3ccccc3nc21 | -2.9%[57.5 µM]
Cc1ccc(CN2CC(C(=O)Nc3ccc(F)c([N+](=O)[O-])c3)CC2=O)cc1 (stereo not drawn) | -1.8%
CS(=O)(=O)N(Cc1ccccc1)c1ccc(C(=O)NN=C2CCCCCC2)cc1 | 4.4%
S=C(N/N=C1\C2CN3CCN(C2)CC1(c1ccccc1)C3)Nc1ccccc1 | -1.1%
COc1ccc(CCN2C(=O)CC(C(N)=O)SC2=Nc2ccc(F)cc2)cc1OC (stereo not drawn) | -1.3%
NS(=O)(=O)c1ccc(-c2ccc(/C=N/NC(=O)c3ccc([N+](=O)[O-])cc3)o2)cc1 | -0.6%[57.5 µM]
COc1ccc(C2C3=C(NCCN=C3c3ccccc3)C(=O)N2c2ccccc2)c(OC)c1 (stereo not drawn) | 2.9%
Cc1ccc(-c2cc(-c3c(C)nn(C)c(=O)c3N)[nH]n2)cc1 | 1.6%[57.5 µM]
CC1=C(C(=O)Nc2ccc(C)cc2C)C(c2cccc(Cl)c2)n2nc(C(=O)OC(C)C)nc2N1 (stereo not drawn) | -9.4%
O=C(O)CCN(Cc1ccccc1)S(=O)(=O)c1ccc(Cl)cc1F | -9.8%
N=C1/C(=C\c2ccc(OC(=O)c3ccco3)cc2)C(=O)N=C2SC=NN12 | -9.6%
COc1ccccc1C(CCNS(=O)(=O)c1ccc(C)cc1)c1ccco1 (stereo not drawn) | 3.0%
O=C(Cn1cnc2ccccc2c1=O)NCC(=O)N1CCOCC1 | -2.4%
OC(COc1ccc(CN2CCCCO2)cc1)CN1CCCCC1 (stereo not drawn) | -7.8%
O=C(NNC(=O)c1ccccc1[N+](=O)[O-])c1ccccc1[N+](=O)[O-] | -7.2%
CN1CCN(c2oc(/C=C/c3ccccc3)nc2C#N)CC1 | -1.5%[57.5 µM]
Cc1cc(C)c(OCCN2CC(C)OC(C)C2)c(Br)c1 (stereo not drawn) | -2.3%
O=C(NCc1csc(-c2cccs2)n1)c1ccsc1 | -0.9%[57.5 µM]
Cc1ccc(C(C(=O)NC(C)(C)C)N(Cc2cccs2)C(=O)c2ccc3c(c2)OCCO3)cc1 (stereo not drawn) | 6.8%
Cc1ccccc1-n1nc2c(c1NC(=O)/C=C\c1ccc3c(c1)OCO3)CSC2 | 1.2%
OCCC1CN(Cc2cccn2-c2cccnc2)CCN1CCc1ccccc1 (stereo not drawn) | -2.3%
CCCCNC(=S)NNC(=O)c1ccncc1 | -6.0%
NC(=O)c1ccc(-n2nnnc2SCC(=O)c2ccc(O)c(O)c2)cc1 | 30.7%
CSc1nc2ncc3c(n2n1)CC(C)(C)CC3=O | -13.1%
CCOC(=O)c1c(C)[nH]c(N=Nc2cc(C(=O)O)cc(C(=O)O)c2)c1C | -8.4%[57.5 µM]
Cc1ccc(C(C)C)cc1OCCN1CCCC1 | 2.5%
CCCC(=O)Nc1ccc(NC(=S)NC(=O)c2cccs2)cc1 | -0.2%
CCN(c1ccccc1)S(=O)(=O)c1cccc(C(=O)OCc2nc3sc(C)c(C)c3c(=O)[nH]2)c1 | 3.6%
COc1ccc(-c2csc(Nc3ccccn3)n2)cc1 | ?
COc1cc(Cl)c(C)cc1NC(=O)CSc1nnc(CCC(=O)O)c(=O)[nH]1 | 8.0%
CCN(CC)c1ccc(S(=O)(=O)N2CCOCC2)cc1NC(=O)CN1CCN(Cc2ccccc2)CC1 | -1.5%[57.5 µM]
CCOc1ccc(N(C(C)C(=O)NN=C2CCCCCCC2)S(C)(=O)=O)cc1 (stereo not drawn) | -3.3%
N#C/C(=C\c1ccc(F)c(F)c1)C(=O)NC1CCCCC1 | 3.7%
O=C(COC(=O)c1ccco1)Nc1nc2ccc([N+](=O)[O-])cc2s1 | -3.2%[57.5 µM]
CCCCN1C(=O)/C(=C(/C#N)C(=O)N2CCCC2)c2ccccc21 | -7.3%[57.5 µM]
COc1ccc(CC(=O)Nc2nc(C)cs2)cc1 | -14.0%
Cc1nc(C)c(C(=O)N/N=C/c2ccco2)s1 | -8.6%
C/C(=N\N1CCN(c2ccccc2)CC1)c1ccco1 | 4.6%
Cc1ccc(NC(=O)C[n+]2cc(-c3ccccc3)n3c2CCC3)c(C)c1 | 8.8%[57.5 µM]
Cc1ccc(Cc2c(C)[nH]c(=S)[nH]c2=O)cc1 | -6.3%[57.5 µM]
N[C@@H](CO)c1nnc([C@H](CCC(=O)O)NC(=O)C2CCNCC2)o1 | -7.3%[57.5 µM]
CCc1cccc2c(-c3csc(=NC)n3C)c[nH]c12 | 3.3%
O=C(NC(=S)Nc1ccc(S(=O)(=O)Nc2nccs2)cc1)c1ccccc1 | 8.1%
CNCCC(Oc1ccccc1OC)c1ccccc1 (stereo not drawn) | 17.5%
O=C(COc1nc2ccccc2nc1N1CCOCC1)NCC(F)(F)F | 1.2%
CC(C)C(C)(C#N)NC(=O)CSc1nncn1-c1ccccc1 (stereo not drawn) | 0.5%
CCCCNC(=O)COC(=O)c1ccc(NC(C)=O)cc1 | -3.1%
COc1ccc(N2CC(C(=O)N/N=C/c3ccccc3)CC2=O)cc1 (stereo not drawn) | 8.1%
COc1ccc(CC(=O)OCC(=O)NCc2ccccc2Cl)cc1OC | -6.7%
O=C1N=NC2=C1c1c3ccccc3c(O)n1CC2 | -5.5%[57.5 µM]
CCOC(=O)c1cnc2ccc(OCC)cc2c1NCCN1CCOCC1 | -6.7%
CCCCNc1nc(C)nc2c1nc(-c1ccccc1)n2CC1CCCN1CC (stereo not drawn) | 5.1%
Cc1c(O)c2c3c(cccc3c1O)C(=O)N(c1ccccc1)C2=O | 1.2%
CN(C(=O)Nc1cnccc1C(F)(F)F)C1CCCCC1 | 7.6%[57.5 µM]
CCOc1ccc2nc(S(N)(=O)=O)sc2c1 | -5.8%[57.5 µM]

An excerpt from above in order of molecular weight, smallest number first:
SMILES | ERK EGF inh
Cc1nc(C)c(C(=O)N/N=C/c2ccco2)s1 | -8.6%
COc1ccc(CC(=O)Nc2nc(C)cs2)cc1 | -14.0%
CNCCC(Oc1ccccc1OC)c1ccccc1 (stereo not drawn) | 17.5%
CCCCNC(=O)COC(=O)c1ccc(NC(C)=O)cc1 | -3.1%
CC(C)C(C)(C#N)NC(=O)CSc1nncn1-c1ccccc1 (stereo not drawn) | 0.5%
N[C@@H](CO)c1nnc([C@H](CCC(=O)O)NC(=O)C2CCNCC2)o1 | -7.3%[57.5 µM]
COc1ccc(CC(=O)OCC(=O)NCc2ccccc2Cl)cc1OC | -6.7%

(more compounds)
SMILES | ERK EGF inh
CCOC(=O)NC(C)N1C(=O)C2C3C=CC(C3)C2C1=O (stereo not drawn) | -1.7%
Cc1cc(N2C(=O)C3CCC(c4ccccc4)CC3C2=O)no1 (stereo not drawn) | -6.1%
CCOC(=O)Cn1cnc(-c2ccc([N+](=O)[O-])cc2)c1 | -0.6%
NCCCC[C@H](N)c1nnc([C@H](CC(=O)O)NC(=O)C2CCNCC2)o1 | -1.6%[57.5 µM]
CCOc1ccc(C(=O)Nc2c3c(nn2-c2cccc(Cl)c2)CS(=O)C3)cc1 (stereo not drawn) | -2.9%
Cc1ccccc1N1C(=O)CSC1=C(C#N)C#N | 32.6%
COC(C[C@H](O)C[C@@H](O)[C@H](C)OCc1ccccc1)OC | 2.3%[57.5 µM]
NC(=O)Cn1nc([N+](=O)[O-])nc1Oc1ccccc1C(=O)N1CCOCC1 | -2.6%
COc1ccccc1/C=C/C(=O)Nc1ccc2c(c1)OCCO2 | -6.4%
CCn1c(CSc2nnc(-c3ccncc3)n2C)nc2cc(C(=O)O)ccc21 | -2.4%[57.5 µM]
N#CC(Sc1ccccn1)c1ccc(Cl)cc1Cl (stereo not drawn) | -5.4%
O=C(NC(=S)Nc1ccc(F)c([N+](=O)[O-])c1)c1ccccc1F | 2.8%
CCN(c1nc(N)c(C(=O)N=C(N)N)nc1Cl)C(C)C | 0.3%
Cc1nc(-c2noc(-c3ccc(Cl)cc3)n2)c(C(F)(F)F)o1 | 0.7%[57.5 µM]
CCN(CC)c1cc(C)c2cc(NC(=O)c3cccs3)ccc2n1 | 0.7%
Cn1cc(/C=C2\SC(=S)N(N3CCOCC3)C2=O)c2ccccc21 | -0.4%[57.5 µM]
CCOC(=O)c1c(NC(=O)CSc2nnc(-c3cccnc3)o2)sc(C)c1C | 4.7%
COc1ccc2cc(C(=O)C3CCCN(Cc4cnc(C)s4)C3)ccc2c1 (stereo not drawn) | -2.3%[57.5 µM]
COC(=O)CCC(=O)OC1(C)C(=O)C=C2C=C(C3CC3)N(C3CC3)C=C2C1=O (stereo not drawn) | 0.3%[57.5 µM]
N=c1n(CCO)c2ccccc2n1CCN1CCCCC1 | 3.9%

In another format: entries from further up.
structure,ERK EGF inh
NCCCC[C@H](N)c1nnc([C@H](CC(=O)O)NC(=O)C2CCNCC2)o1,-1.6%[57.5 µM]
CCOc1ccc(C(=O)Nc2c3c(nn2-c2cccc(Cl)c2)CS(=O)C3)cc1 (stereo not drawn),-2.9%
Cc1ccccc1N1C(=O)CSC1=C(C#N)C#N,32.6%

Next compounds
SMILES | ERK EGF inh
COc1cc(O)c(C(CCN2CCCCC2)c2ccc3c(c2)OCO3)c(OC)c1 (stereo not drawn) | -1.9%[57.5 µM]
Cc1ccc(C)c(OCCn2cc(/C=C(\C#N)C(=O)NCC3CCCO3)c3ccccc32)c1 (stereo not drawn) | 2.1%
COc1ccc(/C=C(/NC(=O)c2ccccc2)C(=O)N/N=C/c2ccncc2)cc1 | 2.1%
Cc1nccnc1Sc1ccccc1 | 5.3%[57.5 µM]
CNC1=C(N(C(C)=O)c2ccc(Br)cc2)C(=O)c2ccccc2C1=O | -7.9%
CN(Cc1cccnc1)C(=O)c1cc(COc2ccc3ncccc3c2)on1 | ?
Cc1cc(N2CCN(C)CC2)nc(=S)[nH]1 | 0.7%
Cn1c(Sc2ccc(C(=O)O)cc2[N+](=O)[O-])nnc1-c1ccccc1 | -5.2%
Nc1nn(-c2ccccc2Cl)cc1-c1nn[nH]n1 | -0.7%[57.5 µM]
COc1cc(/C=N/NC(N)=O)cc([N+](=O)[O-])c1O | -17.2%
Cn1c(=O)c2c(ncn2C)n(C)c1=O | -6.3%
CC(C)C(=O)NC(=S)Nc1ccc(S(=O)(=O)N2CCN(C)CC2)cc1 | -1.7%
CCCN(CC1CC1)C(=O)CCc1nnc(C(OC)c2ccccc2)o1 (stereo not drawn) | 5.0%
O=C(O)CCc1nc(-c2ccccc2)c(-c2ccccc2)o1 | ?
CC(c1ccccc1)n1c(Cn2ncc3ccccc3c2=O)n[nH]c1=S (stereo not drawn) | -4.9%
COc1ccc(C(=O)Nc2ccccc2C(=O)NC(Cc2ccc(O)cc2)C(=O)NNC(=O)c2ccccc2Cl)cc1 (stereo not drawn) | 8.0%
O=C(CCc1nc2ccccc2c(=O)[nH]1)Nc1ccc(Cl)c(Cl)c1 | 5.7%
CC(=O)NC1=NN(C(C)=O)C(C)(c2ccccn2)S1 (stereo not drawn) | 8.6%
Cc1nnc(NC(=O)CSc2nccn2C)s1 | 0.7%
CCN1/C(=C/c2cc[n+](C)cc2)C=Cc2cc(C)ccc21 | 15.8µM*
COC(=O)[C@@]1(Cc2ccccc2)[C@H]2c3cc(C(=O)N4CCCC4)n(Cc4cc(F)cc5c4OCOC5)c3C[C@H]2CN1C(=O)c1ccccc1 | -5.0%
COc1ccccc1CC(=O)NCc1nn(-c2ccccc2)nc1C | 4.3%[57.5 µM]
Cc1c(/C=N/NC(=O)c2cccnc2)c2ccccc2n1Cc1ccccc1 | 1.7%
Cc1cc2nc(-c3cccnc3SCC(=O)NC3CC3)[nH]c2cc1C | 2.2%
CCOC(=O)c1ccc(NC(=O)NCc2ccn(CC)n2)cc1 | 4.4%
O=C(N/N=C\c1cccc([N+](=O)[O-])c1O)C1COc2ccccc2O1 (stereo not drawn) | -6.8%
CNc1nc(-c2ccc(OC)cc2)c(-c2ccc(OC)cc2)s1 | -7.9%
Cc1cc(C)nc(SCc2cc(=O)c(OC(=O)c3ccc(S(=O)(=O)N(C)C)cc3)co2)n1 | 5.5%
Fc1ccc(-c2nc3ccccc3c3nc4ccccc4n23)cc1 | -1.1%
CCCCn1c(SCC(=O)Nc2nnc(C)s2)nnc1-c1ccncc1 | 35.6%
Cc1cc(C)c(S(=O)(=O)NCC2CCC(C(=O)NCc3ccccn3)CC2)c(C)c1 (stereo not drawn) | -2.7%[57.5 µM]
CC1=NNC(=O)C1CC(=O)N/N=C/c1cccs1 (stereo not drawn) | 8.1%[57.5 µM]
NC(=O)c1nc(-c2ccco2)nc2c1[nH]c(=O)n2-c1ccc(Cl)c(Cl)c1 | -0.8%[57.5 µM]
COC(=O)c1ccc(/C=N/NC(=O)CNc2cccc(C)c2)cc1 | -4.6%
COc1ccc(S(N)(=O)=O)cc1C(=O)N1CCCC1 | 9.6%

In a second layout: entries from further up
Cc1cc(C)c(S(=O)(=O)NCC2CCC(C(=O)NCc3ccccn3)CC2)c(C)c1 (stereo not drawn)
- ERK EGF inh: -2.7%[57.5 µM]

CC1=NNC(=O)C1CC(=O)N/N=C/c1cccs1 (stereo not drawn)
- ERK EGF inh: 8.1%[57.5 µM]

NC(=O)c1nc(-c2ccco2)nc2c1[nH]c(=O)n2-c1ccc(Cl)c(Cl)c1
- ERK EGF inh: -0.8%[57.5 µM]

COC(=O)c1ccc(/C=N/NC(=O)CNc2cccc(C)c2)cc1
- ERK EGF inh: -4.6%

From PubChem
